Assay outcomes: PubChem BioAssay, Columbia University Molecular Screening Center
Htt clearance – compounds clearing mutant huntingtin protein. HeLa Exon1htt(103Q)mCFP, aggregate imaging; zero = plate's median compound well. inhibition, % at 1.5 µM. actives 0.42% (n = 47,000);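 active means inhibition of aggregate fluorescence above about 70%, also judged a hit by eye on the cell image, limit read from the data, passing the limit was not always enough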;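 further: cells exposed to compound for three days before fixation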
Htt clearance grain fraction – also measured in Htt clearance; calls as there; fraction fluorescence in grains; measured here: aggregate grain fluorescence fraction; active compounds read low;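 scaled fraction of total cell fluorescence in grains with unit not stated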
An asterisk follows results filed as active. The list is partial, so the mix of outcomes need not match the whole.

SMILES	Htt clearance	Htt clearance grain fraction
CC(N)C(=O)c1ccco1 (stereo unspecified)	8.0	31.7
Nc1c(C(=O)NCCc2ccccc2)c2nc3ccccc3nc2n1CCN1CCOCC1	-22.6	23.5
CC(=NCCCO)c1c(O)n(Cc2ccccc2)c(=O)[nH]c1=O	16.4	14
CCCC(C)C(=O)NC1CCSC1=O (stereo unspecified)	10.4	32.9
Cc1ccc(P(=S)(c2ccc(C)o2)N2CCOCC2)o1	-9.5	37.4
CC12CN3CC(C)(CN(C1)P3(=O)Oc1ccccc1)C2=O (stereo unspecified)	-21.1	48.8
CCC(=NCCOc1ccc(Cl)cc1)c1c(O)n(C)c(=O)n(C)c1=O	-25.0	22.3
CCC1(CC)C(=O)NC(=NCCc2c[nH]c3ccccc23)NC1=O	-5.5	36
Cc1ccc(N(C)C(=O)Oc2cccc3ccc(C)nc23)cc1	-40.3	60.9
CCC(=NCCO)c1c(O)n(-c2ccc(Cl)cc2)c(=O)[nH]c1=O	-33.6	53.6

A second format for part of the listing above.
SMILES: Cc1ccc(P(=S)(c2ccc(C)o2)N2CCOCC2)o1
  Htt clearance: -9.5 | Htt clearance grain fraction: 37.4
SMILES: CCC(=NCCOc1ccc(Cl)cc1)c1c(O)n(C)c(=O)n(C)c1=O
  Htt clearance: -25.0 | Htt clearance grain fraction: 22.3
SMILES: CC12CN3CC(C)(CN(C1)P3(=O)Oc1ccccc1)C2=O (stereo unspecified)
  Htt clearance: -21.1 | Htt clearance grain fraction: 48.8
SMILES: CCC(=NCCO)c1c(O)n(-c2ccc(Cl)cc2)c(=O)[nH]c1=O
  Htt clearance: -33.6 | Htt clearance grain fraction: 53.6

Remaining list, next part.
SMILES	Htt clearance	Htt clearance grain fraction
O=C(NCC(c1cccnc1)N1CCOCC1)Oc1ccccc1 (stereo unspecified)	25.1	16.1
Cc1cc(N)n(C2CCN(C)CC2)n1	1.1	30.1
CC1CC2(O)c3no[n+]([O-])c3CCC2N1O (stereo unspecified)	-34.4	27.4
C(#CCN1CCOCC1)COCC#Cc1ccccc1	-23.4	22
C=CCn1c(O)c(C(C)=Nc2ccc(C(=O)OCC)cc2)c(=O)[nH]c1=O	-3.3	41.6
CCN(CC)CCCN=Cc1c(O)n(CCc2ccc(F)cc2)c(=O)[nH]c1=O	-14.7	40.2
Cc1ccc(CS(=O)(=O)CCC(=O)N2CCC3(CC2)OCCO3)cc1	-72.9	32
O=c1[nH]c(=O)n(CCc2ccc(F)cc2)c(O)c1C=NCCCN1CCOCC1	6.9	34.3
COC(=O)c1ccccc1-n1c(C)nc2ccccc2c1=O	20.1	16.9
COc1ccc(N2C(=O)CC(=O)NC2=O)cc1	6.5	17.6

Record cards (already shown):
Results for Cc1cc(N)n(C2CCN(C)CC2)n1 : Htt clearance = 1.1; Htt clearance grain fraction = 30.1
Results for O=c1[nH]c(=O)n(CCc2ccc(F)cc2)c(O)c1C=NCCCN1CCOCC1 : Htt clearance = 6.9; Htt clearance grain fraction = 34.3
Results for C(#CCN1CCOCC1)COCC#Cc1ccccc1 : Htt clearance = -23.4; Htt clearance grain fraction = 22

Additional structures:
SMILES	Htt clearance	Htt clearance grain fraction
CCN(CC)C(=O)c1ccc(NC(=O)CSc2nnnn2-c2cc(OC)ccc2OC)cc1	22.3	14.1
NCCc1c[nH]c2ccc(F)cc12	-0.4	36.5
CCCCN=Cc1c(O)n(-c2c(C)cc(C)cc2C)c(=O)[nH]c1=O	11.2	18.2
O=c1c2cc(Cl)cc(Cl)c2nc(CN2CCOCC2)n1-c1ccccc1F	9.9	14.5
CC1(C)CN=C(Nc2ccccc2C(F)(F)F)S1	27.9	24.4
CN1C(=O)N(C)C(=O)C(CCc2ccccn2)(CCc2ccccn2)C1=O	-22.8	22.3
O=S1(=O)CC2(N3CCOCC3)CCCCCCC21 (stereo unspecified)	5.8	31.6
COc1ccc(CN2CC3CC(C2)c2cccc(=O)n2C3)cc1OC (stereo unspecified)	31.0	25.9
Cc1ccc(S(=O)(=O)N2CCC(C(=O)N3CCC4(CC3)OCCO4)CC2)cc1	25.6	27.3
CC(=NCCC1=CCCCC1)c1c(O)n(C)c(=O)n(C)c1=O	-74.6	64.1
CC(=O)C1C2c3ccccc3OC1(C)N=c1s/c(=C/c3cnn(C)c3)c(=O)n12 (stereo unspecified)	-27.3	38.1
Cc1nn(C2CCOC(C)(C)C2)c2c1C(c1ccc(OC(C)C)cc1)SCC(=O)N2 (stereo unspecified)	23.4	29.6
NC(=O)CN1CC(c2ccccc2)CC1=O (stereo unspecified)	-11.9	20.1
Cc1ccc(S(=O)(=O)Nc2cc(C(=O)N3CCC4(CC3)OCCO4)ccc2N2CCCCC2)cc1	28.1	29
Cc1cccn2c(=O)c3c(nc12)N1CCC(Cc2ccccc2)CC1C1(C3)C(=O)N(C)C(=O)N(C)C1=O (stereo unspecified)	-20.8	48.4
Cc1ccccc1-c1nc(CS(=O)CC(=O)N2CCC3(CC2)OCCO3)c(C)o1 (stereo unspecified)	-2.3	37.7
Cc1cc(C(=O)N2CCC3(CC2)OCCO3)cs1	64.0	7
C=CCOC(=O)COc1cc(C)cc2oc(=O)c3c(c12)CCC3	25.4	12.2
Cc1[nH]c2c(Cl)cccc2c1CCN	64.6	7.13
CC(c1ccccc1)n1cncc1C(=O)O (stereo unspecified)	-36.0	27.2
CCN(CC)CCCN=Cc1c(O)n(CCc2ccc(OC)c(OC)c2)c(=O)[nH]c1=O	3.6	35.5
CCn1c(O)c(C(c2ccccn2)c2c(O)n(CC)c(=S)[nH]c2=O)c(=O)[nH]c1=S	-66.6	62.7
Cc1ccc2c(c1)CC1(CN2C)C(=O)NC(=O)N(c2cccc(C)c2C)C1=O (stereo unspecified)	-19.7	40.7
Nc1c(C(=O)NCc2ccco2)c2nc3ccccc3nc2n1Cc1ccc(F)cc1	-62.9	31.2
CC1CCN2c3nc4ccccn4c(=O)c3CC3(C(=O)N(C)C(=O)N(C)C3=O)C2C1 (stereo unspecified)	-5.5	18.7
CCOC(=O)c1c(-n2c(C)cc(/C=C3/C(=O)NC(=O)N(CC)C3=O)c2C)sc2c1CCCC2	-6.7	38
CN(CC1COc2ccccc2O1)c1nc(-c2cccnc2)nc2ccccc12 (stereo unspecified)	1.9	30.2
O=C(CN1C(=O)CCSc2ccccc21)N1CCC2(CC1)OCCO2	-7.2	36.7
Cc1nc2cc(C(=O)N3CCC4(CC3)OCCO4)ccc2n1-c1ccc(Br)cc1	0.0	37.1
O=C(COc1ccccc1)N1CCN(CC2CC3C=CC2C3)CC1 (stereo unspecified)	-50.1	56
Cc1ccc(CC2C(=O)N(C)C(=O)N(C)C2=O)s1	-35.9	26.2
OC(c1ccc(F)cc1)(c1ccc(F)cc1)[C@@H]1CCCN1	25.6	28.9
O=C(C1c2ccccc2C(=O)N2CCc3ccccc3C12)N1CCC2(CC1)OCCO2 (stereo unspecified)	9.0	17.4
CCCCn1c(O)c(C=NCCCN(CC)CC)c(=O)[nH]c1=O	27.5	26.7
N=Cc1c(O)n(-c2cccc(Cl)c2)c(=O)[nH]c1=O	-72.1	29.6
CN(C)C(=O)Oc1ccc(C(=O)c2ccccc2)cc1	-19.6	22.1
COc1ccc(NC(=O)CN2C3CCC2CC(O)(c2cccnc2)C3)cc1OC (stereo unspecified)	9.9	35.6
Oc1cc2c(cc1CN1CCN(c3ccccc3)CC1)CCC2	20.8	27
CC(=NCCCN1CCCCC1)c1c(O)n(Cc2ccccc2)c(=O)[nH]c1=O	-50.1	31.3
O=C(c1ccccc1F)c1cn(Cc2ccccc2)c2ccccc12	15.6	25.9

Reprinted at random: 7 compounds from above, in no set order.
SMILES	Htt clearance	Htt clearance grain fraction
O=C(C1c2ccccc2C(=O)N2CCc3ccccc3C12)N1CCC2(CC1)OCCO2 (stereo unspecified)	9.0	17.4
N=Cc1c(O)n(-c2cccc(Cl)c2)c(=O)[nH]c1=O	-72.1	29.6
CN(C)C(=O)Oc1ccc(C(=O)c2ccccc2)cc1	-19.6	22.1
CC(=NCCCN1CCCCC1)c1c(O)n(Cc2ccccc2)c(=O)[nH]c1=O	-50.1	31.3
COc1ccc(NC(=O)CN2C3CCC2CC(O)(c2cccnc2)C3)cc1OC (stereo unspecified)	9.9	35.6
O=C(c1ccccc1F)c1cn(Cc2ccccc2)c2ccccc12	15.6	25.9
OC(c1ccc(F)cc1)(c1ccc(F)cc1)[C@@H]1CCCN1	25.6	28.9

Remaining list, next part.
SMILES	Htt clearance	Htt clearance grain fraction
C=CCn1c(O)c(C(C)=Nc2ccc(N(CC)CC)cc2)c(=O)[nH]c1=O	37.9	12.1
O=c1[nH]c(=O)n(Cc2ccc(F)cc2)c(O)c1C=NCc1cccnc1	-23.1	45.4
Cn1c(O)c(C(=O)c2ccccc2Cl)c(=O)n(C)c1=O	-31.2	23.4
[O-][n+]1onc2c1CCC1N(O)CCC21O (stereo unspecified)	10.0	15.7
CC1(C)N(O)C2CCCCC2N1O (stereo unspecified)	-29.8	40.5
O=C(Cc1ccccc1)OCCN1CCCCC1	57.5	14.4
COc1cc2c(cc1OC)-c1c(OC)c(OC)cc3c1C(C2)N(C)CC3 (stereo unspecified)	-39.4	28.6
O=C(CNC(=O)c1ccccc1)Nc1ccc(Br)cc1C(=O)c1ccccc1	-28.7	49.5
O=c1c(C=NCc2cccs2)c(O)n(C2CCCCC2)c(=O)n1C1CCCCC1	25.9	13.2
Cc1cc(OCc2nn[nH]n2)c2c3c(c(=O)oc2c1)CCCC3	33.4	22.8

Ordered by number of heavy atoms (falling): four of the compounds above
SMILES	Htt clearance	Htt clearance grain fraction
O=c1c(C=NCc2cccs2)c(O)n(C2CCCCC2)c(=O)n1C1CCCCC1	25.9	13.2
O=C(CNC(=O)c1ccccc1)Nc1ccc(Br)cc1C(=O)c1ccccc1	-28.7	49.5
C=CCn1c(O)c(C(C)=Nc2ccc(N(CC)CC)cc2)c(=O)[nH]c1=O	37.9	12.1
Cc1cc(OCc2nn[nH]n2)c2c3c(c(=O)oc2c1)CCCC3	33.4	22.8

(further entries)
SMILES	Htt clearance	Htt clearance grain fraction
Cc1nonc1-c1nc(-c2nonc2N)n[nH]1	-31.9	38.6
CC1(C)C2([N+](=O)[O-])CNCC1([N+](=O)[O-])CNC2	-12.8	22
COc1ccccc1N1CCN(Cc2cccc(OC)c2O)CC1	9.9	16.6
CC(=NCC1CCCO1)c1c(O)n(-c2ccc(C)cc2)c(=O)[nH]c1=O (stereo unspecified)	6.7	26
C=CCn1c(O)c(C(C)=NCc2cccnc2)c(=O)[nH]c1=O	34.0	12.9
COP(=S)(OC)SCN1C(=O)c2ccccc2C1=O	-25.4	42.6
CN1CCN(c2ccc(NC(=O)C(C)(C)C)cc2)CC1	1.2	42.7
CCCCP(=O)(O)CCC(=O)O	27.4	24.6
CCC(=Nc1ccc(OC)cc1OC)c1c(O)[nH]c(=O)[nH]c1=O	-24.7	24.4
O=C(CCN1CCOCC1)NCC(=O)Nc1ccc(Br)cc1C(=O)c1ccccc1	43.2	11.1
Cc1ccc(-c2nc(CS(=O)CC(=O)N3CCC4(CC3)OCCO4)c(C)o2)cc1 (stereo unspecified)	7.3	42.9
c1ccc2c(c1)CNc1ccccc1O2	-5.7	21.4
Cc1ccc(C2=NCC(=O)N(CC(=O)N3CCCCC3)c3sc(C)c(C)c32)cc1	19.8	24.7
CCOC(=O)c1[nH]c(C)c(C(=O)N2CCC3(CC2)OCCO3)c1C	5.4	34.8
S=C(c1ccc(Cl)cc1)N1CCOCC1	-1.6	41
CCOC(=O)N(c1ccccc1)P1(=S)OCC(C)O1 (stereo unspecified)	16.2	30.1
Cc1cc(NC(=O)COC(=O)c2c(C)nn(Cc3ccccc3)c2C)no1	-65.9	35.1
